mHTT-CaM PPI inh: inhibitors of human mutant huntingtin-calmodulin interaction; AlphaScreen His-mHTT/GST-CaM binding, luminescence; 3.6% of 190,000 active; inhibition, % at 15 µM;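 note: 0% = both proteins with DMSO and 100% = one protein alone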
Target sequence (P42858 whole entry, looked up, stated change not applied): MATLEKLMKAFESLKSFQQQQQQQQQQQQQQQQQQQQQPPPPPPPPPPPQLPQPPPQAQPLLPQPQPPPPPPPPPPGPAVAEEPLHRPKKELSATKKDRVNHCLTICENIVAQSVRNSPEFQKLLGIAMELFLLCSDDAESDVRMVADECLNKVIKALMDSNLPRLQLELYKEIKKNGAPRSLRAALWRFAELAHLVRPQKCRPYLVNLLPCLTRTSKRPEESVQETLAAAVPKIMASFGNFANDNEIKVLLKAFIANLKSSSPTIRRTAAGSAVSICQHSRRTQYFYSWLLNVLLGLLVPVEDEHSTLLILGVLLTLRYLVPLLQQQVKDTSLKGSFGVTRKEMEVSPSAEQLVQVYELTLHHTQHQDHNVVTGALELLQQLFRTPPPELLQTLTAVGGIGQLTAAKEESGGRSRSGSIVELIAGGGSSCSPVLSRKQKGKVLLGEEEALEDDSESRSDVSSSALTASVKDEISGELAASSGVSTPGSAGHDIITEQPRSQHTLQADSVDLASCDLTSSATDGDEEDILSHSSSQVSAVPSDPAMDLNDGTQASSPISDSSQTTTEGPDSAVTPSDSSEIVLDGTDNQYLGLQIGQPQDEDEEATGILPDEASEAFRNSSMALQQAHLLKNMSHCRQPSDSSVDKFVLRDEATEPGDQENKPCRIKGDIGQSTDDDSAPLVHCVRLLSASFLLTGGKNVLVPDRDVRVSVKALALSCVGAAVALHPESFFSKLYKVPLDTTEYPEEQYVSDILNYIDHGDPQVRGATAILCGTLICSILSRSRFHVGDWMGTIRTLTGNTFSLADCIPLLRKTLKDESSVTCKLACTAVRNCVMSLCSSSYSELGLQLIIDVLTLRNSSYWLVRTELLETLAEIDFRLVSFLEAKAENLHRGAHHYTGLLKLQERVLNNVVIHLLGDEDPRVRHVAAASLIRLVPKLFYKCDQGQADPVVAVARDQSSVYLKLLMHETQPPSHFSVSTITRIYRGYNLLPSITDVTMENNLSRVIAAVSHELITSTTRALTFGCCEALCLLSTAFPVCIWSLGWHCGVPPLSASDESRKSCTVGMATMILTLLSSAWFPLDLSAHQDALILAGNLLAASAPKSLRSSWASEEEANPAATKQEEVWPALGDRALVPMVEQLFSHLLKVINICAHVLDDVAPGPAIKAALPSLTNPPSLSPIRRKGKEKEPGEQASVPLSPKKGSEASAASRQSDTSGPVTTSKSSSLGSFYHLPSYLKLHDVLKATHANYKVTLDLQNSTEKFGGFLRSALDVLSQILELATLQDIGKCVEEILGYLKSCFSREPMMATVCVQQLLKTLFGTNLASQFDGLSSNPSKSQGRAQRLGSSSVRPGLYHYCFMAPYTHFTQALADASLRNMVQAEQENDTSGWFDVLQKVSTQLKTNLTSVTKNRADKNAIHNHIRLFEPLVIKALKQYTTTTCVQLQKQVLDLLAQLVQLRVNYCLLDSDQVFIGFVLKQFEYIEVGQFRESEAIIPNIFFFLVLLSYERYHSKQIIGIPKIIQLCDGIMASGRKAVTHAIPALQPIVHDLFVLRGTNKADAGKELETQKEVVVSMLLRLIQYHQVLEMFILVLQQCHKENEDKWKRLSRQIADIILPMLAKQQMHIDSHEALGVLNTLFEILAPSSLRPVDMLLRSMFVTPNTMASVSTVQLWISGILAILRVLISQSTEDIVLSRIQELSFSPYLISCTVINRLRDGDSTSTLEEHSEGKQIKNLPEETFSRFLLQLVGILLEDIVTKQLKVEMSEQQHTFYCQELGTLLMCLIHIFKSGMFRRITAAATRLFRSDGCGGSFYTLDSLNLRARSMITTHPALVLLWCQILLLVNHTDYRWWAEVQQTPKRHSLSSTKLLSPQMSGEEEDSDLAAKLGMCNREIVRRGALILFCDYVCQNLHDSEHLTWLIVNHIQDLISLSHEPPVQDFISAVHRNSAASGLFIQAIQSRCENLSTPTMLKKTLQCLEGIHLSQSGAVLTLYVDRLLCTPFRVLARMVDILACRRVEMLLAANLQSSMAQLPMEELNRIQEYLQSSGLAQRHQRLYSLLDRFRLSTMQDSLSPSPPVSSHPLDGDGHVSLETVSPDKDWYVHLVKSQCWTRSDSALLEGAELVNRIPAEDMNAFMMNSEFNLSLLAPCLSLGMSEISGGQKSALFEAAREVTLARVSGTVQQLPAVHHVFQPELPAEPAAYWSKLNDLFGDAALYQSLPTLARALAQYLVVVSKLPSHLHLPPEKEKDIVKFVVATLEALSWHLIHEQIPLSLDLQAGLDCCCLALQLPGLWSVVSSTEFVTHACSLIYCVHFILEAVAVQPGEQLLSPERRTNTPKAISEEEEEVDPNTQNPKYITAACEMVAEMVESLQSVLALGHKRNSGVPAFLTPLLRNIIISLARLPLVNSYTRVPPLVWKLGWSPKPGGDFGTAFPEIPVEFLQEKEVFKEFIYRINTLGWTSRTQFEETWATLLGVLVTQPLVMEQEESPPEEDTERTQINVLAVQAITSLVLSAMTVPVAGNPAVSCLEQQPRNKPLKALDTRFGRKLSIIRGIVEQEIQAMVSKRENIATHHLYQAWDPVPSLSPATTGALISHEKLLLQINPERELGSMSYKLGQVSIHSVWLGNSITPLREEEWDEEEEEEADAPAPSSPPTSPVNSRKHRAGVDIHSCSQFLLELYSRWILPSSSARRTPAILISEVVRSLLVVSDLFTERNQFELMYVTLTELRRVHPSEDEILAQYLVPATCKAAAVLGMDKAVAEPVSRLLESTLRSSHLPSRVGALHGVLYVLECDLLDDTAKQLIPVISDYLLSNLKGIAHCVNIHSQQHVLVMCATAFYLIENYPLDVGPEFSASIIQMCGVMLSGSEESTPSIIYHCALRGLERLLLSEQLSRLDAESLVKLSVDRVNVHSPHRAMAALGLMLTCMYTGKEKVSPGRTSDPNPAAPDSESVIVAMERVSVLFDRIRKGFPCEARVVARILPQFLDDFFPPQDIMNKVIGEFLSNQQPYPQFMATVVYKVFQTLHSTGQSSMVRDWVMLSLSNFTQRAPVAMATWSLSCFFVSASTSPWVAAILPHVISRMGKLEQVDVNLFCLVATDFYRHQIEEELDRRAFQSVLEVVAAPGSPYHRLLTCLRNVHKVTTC
Pf apPOL block: Pf-apPOL DNA polymerase inhibition; AID 1794808; inhibition, % at 10 µM; Recombinant Pf-apPOL, molecular beacon fluorescence, 1.5 h; 0.25% of 210,000 active
The depositor's hits bear a star; i = inactive; · = no result given; & = joins results of further samples. Cut-off read from the data, not from the text of the source: active = inhibition above about 50%; inactive = the rest. These rows are one share of the data; rates above refer to the full screens.

Fields: mHTT-CaM PPI inh | Pf apPOL block
CC(=O)C(N=Nc1ccc(-n2ccc(C(F)(F)F)n2)cc1)=C(C)O
→ · | -18
c1ccc(-n2nnnc2N2CCN(c3ccccn3)CC2)cc1
→ -3 | -2
O=C(Nc1ccccc1)c1cc(S(=O)(=O)NCCC23CC4CC(CC(C4)C2)C3)ccc1Cl
→ 9 | -3
COc1ccc(C)cc1NC(=O)CCCn1cccc1
→ 0 | 1
O=C(CSc1nnc2c(n1)[nH]c1ccccc12)Nc1nc2ccc([N+](=O)[O-])cc2s1
→ 1&2 | 0&-17
COc1cc(Br)cc(CN2CCCC(C)C2)c1O (centres undefined)
→ 1 | -5
Brc1ccc(C=Nc2ccc3c(c2)OCCOCCOCCO3)s1
→ 4 | -4
CC(C)C(=O)Nc1ccc(-c2nnc(-c3ccccc3)o2)cc1
→ 3 | -7
COc1ccccc1-c1nnc(NC(=O)c2ccc(S(=O)(=O)N3CCCCC3)cc2)o1
→ 9 | -13
O=C1CSC(c2ccccc2)N1Cc1ccccc1 (centres undefined)
→ 20 | 3
CCCNC(=O)c1nn2c(c1Cl)NC(c1ccc(OC)cc1)CC2C(F)(F)F (centres undefined)
→ 18 | 0
Cc1ccc2c(NC(=O)C3CN(C(=O)c4ccc(F)c(F)c4)C3)cccc2n1
→ -2 | -1
O=C(CCc1cccc(Oc2ccc(F)cc2)c1)NC1CC1
→ -5 | -6
Cc1cccc(N2C=C(C#N)S(=O)(=O)c3ccc(F)cc32)c1C
→ -5 | 1
CCN(CC)C(=O)CC[C@@H]1CC[C@]2(CCCN(C(=O)c3ccccc3)C2)O1
→ -1 | -9
CC(C)C(=O)Oc1ccc2c(c1)OC(=Cc1ccccc1F)C2=O
→ -10 | -4
COc1cccc(CNC(=O)CSc2nccnc2N2CCSCC2)c1OC
→ -8 | -1
O=C(NCc1ccc(F)cc1)c1cc(N2CCCC2)n2nccc2n1
→ -89 | -4
COc1ccccc1/C=C1\C(=O)NN(c2ccc(C)c(Cl)c2)C1=O
→ 4 | 4
Cc1ccccc1CS(=O)(=O)c1ccc(C(=O)N2CCOCC2)cc1[N+](=O)[O-]
→ -1 | -9

Entries of single compounds, quoted from the list. Order of values: mHTT-CaM PPI inh	Pf apPOL block
`Cc1ccccc1CS(=O)(=O)c1ccc(C(=O)N2CCOCC2)cc1[N+](=O)[O-]` in the list: -1	-9
`CC(C)C(=O)Oc1ccc2c(c1)OC(=Cc1ccccc1F)C2=O` in the list: -10	-4
`CCN(CC)C(=O)CC[C@@H]1CC[C@]2(CCCN(C(=O)c3ccccc3)C2)O1` in the list: -1	-9

(more compounds)
Fields: mHTT-CaM PPI inh | Pf apPOL block
Cc1ccc(C(=O)Cn2c(Br)nc3c2c(=O)n(C)c(=O)n3C)cc1
→ -5 | -5
O=C(Nc1ccc(F)cc1)Nc1nnc(-c2ccc3c(c2)OCO3)s1
→ -8 | 1
COc1cccc(C2=NOC(C(=O)Nc3ccc(C)cc3)C2)c1 (centres undefined)
→ -16 | 0
O=S1(=O)N=CN(c2cccc(Cl)c2)c2ncccc21
→ -1 | -1
Fc1ccc(NC(=S)NCC2CCCO2)cc1Cl (centres undefined)
→ -6 | ·
O=C(NCc1cccs1)C1CCCN(S(=O)(=O)c2ccc(Br)s2)C1 (centres undefined)
→ 1 | 6
CC1CN(C(=O)c2cc(F)cc(F)c2)CC1c1nc(-c2cccnc2)no1 (centres undefined)
→ -1 | -3
CSc1ccccc1NC(=O)Cn1nc([N+](=O)[O-])c(Br)c1C
→ 7 | -5
CC(C)C(=O)N1CC(C(=O)NCc2ccccn2)C(c2cccc(F)c2)C1 (centres undefined)
→ 4 | 4
C=CCN(CC=C)C(=O)C[n+]1ccc(/C=N/O)cc1
→ i | -1
CCc1ccccc1NC(=O)c1ccc(OC(C)C)cc1
→ -11 | -7
Cc1sc(NC(=O)c2cccc([N+](=O)[O-])c2)c(C(N)=O)c1C
→ 10 | -4
CCC(=O)N1CCc2sc(C(=O)NC3CCCCC3)cc2C1
→ 3 | 3
COc1ccc(NC(=O)c2ccc(-c3ccsc3)nc2)cc1
→ -7 | 10
O=C1CC(Sc2nc(-c3ccccc3)cc(C(F)(F)F)n2)C2COC1O2 (centres undefined)
→ 11 | -4
Cc1ccc(S(=O)(=O)N2CCC(c3noc(-c4cccc(C)c4)n3)CC2)cc1
→ -4 | -4
COc1cc([N+](=O)[O-])ccc1NC(=O)COc1ccc(Cl)cc1C
→ 0 | -6
COc1cc(/C=N/O)ccc1Oc1ccc([N+](=O)[O-])cc1[N+](=O)[O-]
→ i | 2
N#CC(=CC=Cc1ccccc1)c1ccc([N+](=O)[O-])cc1
→ · | -6
COc1ccc(-c2cc(C(=O)NCc3cccnc3)c3ccccc3n2)cc1
→ 4 | 3
COc1ccc(C/C(N)=N/OC(=O)c2ccco2)cc1OC
→ i | -2
O=C(c1cccc(OCC2CCCN(C(=O)c3ccc(F)cc3)C2)c1)N1CCCCC1 (centres undefined)
→ 2 | -1
COc1cccc(OCCSc2nc(N)cc(=O)[nH]2)c1
→ 2 | 0
CN(C)CCN1CCN(C2CN(Cc3cn(Cc4ccccc4)nn3)S(=O)(=O)C2)CC1 (centres undefined)
→ 0 | 9
Cc1ccc2oc(-c3ccc(Cl)c(NC(=O)c4ccco4)c3)nc2c1
→ -1 | 3
COc1ccc(OC)c(S(=O)(=O)NCC(O)Cc2ccccc2)c1 (centres undefined)
→ -17 | -7
Fc1ccc(NC(=S)Nc2ccc(Br)cc2)cc1
→ -8 | ·
COCc1noc(C2CCCCN2C(=O)c2nccc3ccccc23)n1 (centres undefined)
→ 1 | 2
O=C1C2CC=CCC2C(=O)N1CNc1cccc(Cl)c1 (centres undefined)
→ 0 | 10
CN(CC(=O)Nc1cccnc1)c1nc2ccccc2s1
→ -13 | -17
O=C(OCc1cc(-c2cc3ccccc3o2)on1)c1c(F)cccc1F
→ -14 | -8
CCOC(=O)C1CCCN(C(=O)C2CC(=O)N(c3cccc(F)c3)C2)C1 (centres undefined)
→ 3 | -6
O=C1CCc2cc(S(=O)(=O)N3CCN(c4cccc(Cl)c4)CC3)cc3c2N1CCC3
→ -6 | 3
Cc1cnc(C(=O)NCCn2nc(-c3ccco3)ccc2=O)cn1
→ -13 | 2
N=C1C(c2nc3ccccc3c(=O)[nH]2)=C(O)CN1c1ccccc1Cl
→ -3 | 2
CS(=O)(=O)NCc1cccnc1Oc1ccccc1
→ 2 | 0
O=C(Cn1cccc1-c1nc(-c2ccccc2)cs1)NC1CC1
→ -2 | 4
O=C(Nc1ccc(Cl)cc1F)C1Oc2ccccc2NC1=O (centres undefined)
→ -11 | 0
Cc1ncsc1CN1CCC(c2nc(-c3ccc(F)cc3)n[nH]2)CC1
→ 4 | -4
Cc1ccccc1/C=C1\N=C(c2ccc(Cl)cc2)OC1=O
→ 3 | 0
CC(C)Oc1ccccc1C(N)=O
→ · | -5&0
CSC(=S)Nc1ccc(Br)cc1
→ · | -11
CCc1ccc(S(=O)(=O)Nc2ccc3c(c2)C(=O)N(C)CCO3)s1
→ -15 | -1
CCOC(=O)N1CCC(NC(=O)c2cc(-c3cccs3)nn2C)CC1
→ -10 | -8
C#CCCOc1nc(N(C)C)nc(N(C)C)n1
→ -7 | ·
O=C(COc1cc(=O)n2ccccc2n1)Nc1ccccc1
→ -8 | -62
CC(=O)Nc1nc(C)c(Oc2ccc(C)cc2)c(=O)[nH]1
→ · | 3
O=C(Cn1ncn2nc(-c3ccc(F)cc3)cc2c1=O)NCc1ccco1
→ -1 | 2
O=C(CCN1CCCC1)Nc1ccc2c(c1)CCC2
→ -5 | -3
N#CC(=CNc1ccc2c(c1)OCCO2)S(=O)(=O)c1ccc(C(F)(F)F)cn1
→ · | -8

Additional entries follow:
Fields: mHTT-CaM PPI inh | Pf apPOL block
Cc1[nH]c2ccccc2c1SCCNC(=O)c1ccccc1I
→ 20 | -6
Oc1ccc(-c2nc(-c3ccc(F)cc3)c(-c3ccncc3)[nH]2)cc1
→ · | 17
CNC(=O)c1c[nH]c2ccc(S(=O)(=O)Nc3ccccc3F)cc2c1=O
→ 15 | -3
CN=C(NS(=O)(=O)c1ccc(F)cc1F)c1ccccc1
→ 1 | 2
CC(=O)Nc1ccc(S(=O)(=O)N2CCN(Cc3ccsc3)CC2)cc1
→ -1 | 13
Cc1nccn1-c1ccc(N2CCN(C(=O)c3ccc(F)cc3F)CC2)nn1
→ -5 | -2
Cc1ccccc1-n1cc2c(c1-c1ccccc1)c(=O)n(C)c(=O)n2C
→ 6 | 2
O=C(CN1CCc2ccccc2C1C(=O)N1CCCCC1)NCc1ccc(F)cc1F (centres undefined)
→ 0 | 1
CCCc1nc2cccnc2n1C1CCN(C(=O)c2cccc(OC)c2)C1 (centres undefined)
→ 8 | 4
CCOc1ccc(CC(=O)Nc2nc(-c3cccc([N+](=O)[O-])c3)cs2)cc1
→ -6 | -4
COc1ccc(/C=C/C(=O)Nc2c3c(nn2-c2ccccc2C)CSC3)cc1OC
→ 29 | -1
Cc1c(Cl)cccc1NC1OC(=O)c2ccccc21 (centres undefined)
→ 14 | -13
Cc1nc(-c2cnccn2)sc1C(=O)Nc1ccc(N2CCOCC2)cc1
→ · | 1
CON=C1CC(C)(C)Cc2c(-c3ccn(C(C)=O)n3)sc(SC)c21
→ · | 1
O=C(c1cccs1)N1CCC2(CC1)NC(=O)N(Cc1ccc(F)cc1)C2=O
→ 0 | -9
COc1ccc(-c2nc3ccc(N=Cc4cc5c(cc4[N+](=O)[O-])OCO5)cc3o2)cc1
→ 21 | -5
Cc1c(Cl)c(C(F)(F)F)nn1CC(=O)NCc1ccc(Cl)cc1
→ -15 | 1
COc1ccc(C2C(C(=O)c3cccs3)=C(O)C(=O)N2CCCN2CCOCC2)cc1 (centres undefined)
→ -1 | 6
COc1ccc(-c2csc(CN3CCN(C(=O)c4c(F)cccc4Cl)CC3)n2)cc1
→ -7 | -18
O=C(NC1CCCCCCC1)C1c2ccccc2C(=O)N1Cc1cccs1 (centres undefined)
→ 6 | -11
Cc1cc(C)c(O)c(N=C/C=C/c2cccc([N+](=O)[O-])c2)c1
→ 28 | -4
O=C(Nc1nc(-c2ccc(Cl)cc2Cl)cs1)c1ccco1
→ 0 | -4
CCc1cc2c(=O)c(-c3ccccc3Cl)c(C)oc2cc1O
→ 6 | -3
Cc1ccccc1C(=O)N1CCc2c(c(-c3nc(-c4ccc(F)cc4)no3)nn2C)C1
→ -2 | 1
O=C(CSc1nc2[nH]ncc2c(=O)n1-c1ccc(Br)cc1)NCc1cccs1
→ 8 | -1
COc1cccc(C(=O)Nc2cccc3nsnc23)c1
→ -32 | -6
CCC(=O)N1CCc2cc(Br)cc(S(=O)(=O)Nc3ccc(OC)c(Cl)c3)c21
→ 16 | -3
Cc1ccc(/C=C2/C=C(c3ccc(Cl)cc3)OC2=O)cc1[N+](=O)[O-]
→ 5 | 2
Cc1cc(C)c(OCC(=O)Nc2ccc(-c3nc4ncccc4o3)cc2)c(Br)c1
→ -6 | 0
O=C1CSC(c2ccc(Br)cc2)N1c1cccc(Cl)c1 (centres undefined)
→ -22 | -8
COc1ccc(N2CCN(Cc3ccc(OC)c(C)c3OC)CC2)cc1
→ 18 | -8
CN(Cc1ccccc1)Cc1c(O)ccc2c3c(c(=O)oc12)CCC3
→ -3 | 2
COCCNC(=O)CC1CCN(C(=O)c2sc(-c3ccc(C)cc3)nc2C)CC1
→ 1 | -3
CCc1ccc(C2CC(c3ccc(F)cc3)n3nc(N)nc3N2)cc1 (centres undefined)
→ 9 | 0
COC(=O)CNC(=O)C1CN(C(=O)c2ccccc2)CC12CCCCC2 (centres undefined)
→ -3 | -6
CN1c2ccc(Cl)cc2C(=O)NC12CCN(C(=O)Nc1ccc3c(c1)OCCO3)CC2
→ 12 | -6
COc1ccc(C(=O)NC(=N)COc2ccccc2Cl)cc1
→ · | -3
CCc1c(C2CCN(C(=O)Nc3ccc(C)c(C)c3)CC2)noc1N
→ 9 | 1
Cc1ccc(C(=O)N2CCCC(c3nc(CCNC(=O)C4CC4)cs3)C2)c(C)c1 (centres undefined)
→ -3 | -2
CC(CCc1ccccc1)NC(=O)CN1C(=O)CCCc2ccccc21 (centres undefined)
→ 1 | -3
Cn1c(=O)c2c(n(C)c1=O)n(Cc1ccccc1)c(=O)n2C
→ 2 | 1
COc1ccccc1C1C=C(c2ccc(I)cc2)Nc2ncnn21 (centres undefined)
→ 1 | 1
CCN1C(=O)c2ccc(C(=O)Nc3ccc(O)cc3C)cc2C1=O
→ 1 | -2
O=C(Nc1cccc([N+](=O)[O-])c1)c1cc(S(=O)(=O)Nc2ccc(F)cc2)ccc1Cl
→ 40 | -7
Cc1cc(S(=O)(=O)n2cnc3ccccc32)c(C)cc1Br
→ -7 | 17
CC1(C)CC([N+](=O)[O-])CC(C)(C)N1
→ -4 | 2
Cc1[nH]nc2c1C(c1ccccc1[N+](=O)[O-])C(C#N)=C(N)O2 (centres undefined)
→ 4 | 2
Cc1ccc(-n2nc3c(c2NC(=O)c2ccccc2C)CSC3)c(C)c1
→ 21 | -6
CC(=O)c1cc2c(cc1NC(=NS(=O)(=O)c1ccccc1)c1ccc(Cl)cc1)OCO2
→ -4 | -4
N#Cc1ccc(NC(=O)CN2CCC(c3nc(-c4ccccc4)no3)CC2)cc1
→ -1 | -2

The results go on.
Fields: mHTT-CaM PPI inh | Pf apPOL block
O=C1OC(CNC(=O)C23CC4CC(CC(C4)C2)C3)CN1c1cccc(Cl)c1 (centres undefined)
→ -3 | -5
Cc1cc(Br)ccc1NC(=O)CCc1ccccc1
→ -8 | 2
CC[n+]1c(C)csc1Nc1ccc(N2CC(C)OC(C)C2)cc1 (centres undefined)
→ · | 5
O=C(O)c1ccc(N2N=C(c3ccccc3)CC2c2ccccc2)cc1 (centres undefined)
→ -62 | -3
O=c1[nH]c(SCc2c(Cl)cccc2Cl)nc2ccnn12
→ · | 0&2
COc1ccc2oc(-c3ccccc3[N+](=O)[O-])cc(=O)c2c1
→ 0 | -2
CCc1nccn1Cc1nc(-c2ccc(OC)cc2)no1
→ 8 | 0
CNc1nc(Nc2cccc(OC)c2)nc2ccccc12
→ 15 | 2
O=C(CN1C(=O)c2ccccc2C1=O)c1ccc(O)cc1O
→ 4 | -3
